Tb PGK inh = inhibitors of T. brucei phosphoglycerate kinase; P07378; PGK/GAPDH coupled, Kinase-Glo luminescence, 60 min; Potency, µM (highest dose often 57.5 µM), for inactives: top-dose activity change, negative = inhibition, most hits filed as inhibitors; 380,000 tested, 0.043% active; also: % is scaled to controls: 0 for no effect and ±100 for the full control effect; nearly all actives have a fitted effect of over 60% in size
Target sequence (P07378 whole entry, looked up): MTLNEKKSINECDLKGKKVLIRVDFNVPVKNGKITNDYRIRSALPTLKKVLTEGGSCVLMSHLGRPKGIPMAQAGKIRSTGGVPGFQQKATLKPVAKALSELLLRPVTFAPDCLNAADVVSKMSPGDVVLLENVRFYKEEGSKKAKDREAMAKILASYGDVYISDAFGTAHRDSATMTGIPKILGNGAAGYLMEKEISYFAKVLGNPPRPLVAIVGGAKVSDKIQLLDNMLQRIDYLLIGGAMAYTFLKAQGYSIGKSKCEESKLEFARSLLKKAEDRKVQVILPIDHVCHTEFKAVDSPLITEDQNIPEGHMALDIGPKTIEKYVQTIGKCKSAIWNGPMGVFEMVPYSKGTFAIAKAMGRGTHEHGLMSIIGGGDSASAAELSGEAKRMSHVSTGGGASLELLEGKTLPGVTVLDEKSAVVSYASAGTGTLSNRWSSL
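Luminescent ATP detection (Kinase-Glo Plus) follows a 60-minute room-temperature incubation, with wells lacking PGK as controls. Buffer: 100 mM TEA (pH 7.6), 5 mM MgCl2, 0.01% Tween-20. Coupling enzyme GAPDH (100 nM final) supplies unstable 1,3-BPG in-well.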
BLM helicase inh = blocks DNA unwinding by human BLM helicase. recombinant BLM DNA unwinding, fluorescence dequenching. 350,000 tested, 0.2% active. Potency, µM (top dose mostly 56.1 µM), without a hit: top-dose activity change, negative = inhibition, usual class: inhibitors. P54132. AID 2528;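 also: plate controls were vehicle for no effect and no enzyme for full effect; nearly all actives have a fitted effect of over 35% in size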
HP1b chromo inh = inhibitors of HP1-beta chromodomain binding to methylated histone tails | P83916 | AlphaScreen HP1-beta / biotin-H3K9me3 peptide binding | Potency, µM (top dose mostly 114 µM), for inactives: at the highest dose activity change, negative = inhibition, usual class: inhibitors | 390,000 tested, 0.56% active | AID 540317; also: nearly all actives have a fitted effect of over 70% in size; inactives centre near 23
Target sequence (P83916 whole entry, looked up): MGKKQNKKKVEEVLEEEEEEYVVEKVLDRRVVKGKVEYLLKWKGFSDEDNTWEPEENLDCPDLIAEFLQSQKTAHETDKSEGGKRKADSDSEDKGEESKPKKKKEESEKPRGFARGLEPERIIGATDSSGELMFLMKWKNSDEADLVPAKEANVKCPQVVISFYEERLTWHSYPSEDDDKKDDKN
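Compound inhibition of the preformed complex between 50 nM HP1-beta and 50 nM biotinylated H3K9me3 peptide was read by AlphaScreen. Buffer was PBS pH 7.4 with 0.01% Tween-20. Incubations ran 30 min at room temperature, with 10 ug/mL donor/acceptor beads.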
Pol iota inh = inhibitors of human DNA polymerase iota | Q9UNA4 | Pol iota fluorescent replication assay, 10 min | Potency, µM (series often up to 115 µM), for the others: at the highest dose activity, negative = inhibition, usual class: inhibitors | 390,000 tested, 1% active
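Fluorescent replication assay read twice, at 0 min and 10 min after adding 50 nM (final) substrate. Enzyme (10 nM) and compounds were first incubated 15 min at room temperature; enzyme-free buffer wells were negative controls.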
G9a block = inhibitors of human histone lysine methyltransferase G9a | Q96KQ7 | G9a H3K9 monomethylation, AlphaScreen, 2 h | Potency, µM (highest dose often 102 µM), for inactives: at the top dose activity, negative = inhibition, most hits filed as inhibitors | 350,000 tested, 8.8% active | AID 504332; also: % is scaled to controls: 0 for no effect and ±100 for the full control effect; nearly all actives have a fitted effect of over 75% in size
Target sequence (Q96KQ7 913-1193 limits assumed): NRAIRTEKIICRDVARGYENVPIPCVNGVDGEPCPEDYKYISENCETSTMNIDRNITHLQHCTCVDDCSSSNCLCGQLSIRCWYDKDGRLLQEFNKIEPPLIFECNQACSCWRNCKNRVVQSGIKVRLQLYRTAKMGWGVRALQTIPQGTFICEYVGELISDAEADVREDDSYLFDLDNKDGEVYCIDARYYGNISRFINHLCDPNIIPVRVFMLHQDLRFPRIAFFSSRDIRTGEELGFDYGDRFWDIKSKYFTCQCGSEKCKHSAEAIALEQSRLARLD
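Enzyme 20 nM + cpd, 15 min RT; add b-H3K9 pep 500 nM / SAM 20 uM; 2 h RT; anti-H3K9me1 Ab 0.5 ug/mL + SA donor / anti-rabbit acceptor beads 20 ug/mL each, 10 min; AlphaScreen read.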
GLS inh = glutaminase GLS (human) inhibition. Potency, µM (titrated, usually from 45.5 µM), for inactives: at the highest dose activity change, negative = inhibition, most hits filed as inhibitors. GLS enzymatic activity, qHTS titration. 410,000 tested, 0.21% active; also: % is scaled to controls: 0 for no effect and ±100 for the full control effect
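Compounds were pin-transferred onto hKGA, after which L-glutamine (1 mM solution) and a detection mix of glutamate oxidase, HRP and Amplex Red were added. Initial and 30 min RT fluorescence reads were collected.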
Pin1 inh = inhibitors of human Pin1 | Pin1 FP peptide displacement, HiFluor488, 10 min | Potency, µM (highest dose often 115 µM), for the others: at the top dose activity, negative = inhibition, usual class: inhibitors | 390,000 tested, 0.009% active | AID 504891; active = well fitted inhibition curve with a large enough effect in the polarisation, with a control signal flat, not every such curve was filed as active; inconclusive = small, poorly fitted or top-dose-only effect, or effect the other way, or a change in a side signal; inactive = no such curve, though single readings can be large or run the other way; the % refers to the polarisation; also: % is scaled to controls: 0 for no effect and ±100 for the full control effect
Target sequence (Q13526 whole entry, looked up): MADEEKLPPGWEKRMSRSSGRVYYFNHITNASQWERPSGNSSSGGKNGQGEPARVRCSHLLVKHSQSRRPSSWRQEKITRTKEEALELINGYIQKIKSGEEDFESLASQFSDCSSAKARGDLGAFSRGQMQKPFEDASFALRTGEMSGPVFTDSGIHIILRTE
JMJD2A Tudor = blocks the human JMJD2A Tudor domain; O75164; AlphaScreen JMJD2A-Tudor / H3K4me3 peptide binding; Potency, µM (top dose mostly 114 µM), without a hit: at the highest dose activity change, negative = inhibition, most hits filed as inhibitors; 390,000 tested, 4.4% active; AID 504339; also: % is scaled to controls: 0 for no effect and ±100 for the full control effect; nearly all actives have a fitted effect of over 50% in size
BAZ2B inh = inhibitors of human BAZ2B bromodomain; AlphaScreen BAZ2B-H3K14Ac peptide displacement; Potency, µM (titrated, usually from 114 µM), inactives show top-dose activity change, negative = inhibition, actives largely listed as inhibitors; 360,000 tested, 4.4% active; AID 504333; also: % is scaled to controls: 0 for no effect and ±100 for the full control effect; nearly all actives have a fitted effect of over 60% in size
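In this displacement format the biotinylated H3(5-23) peptide acetylated at Lys14 serves as ligand at 50 nM, with BAZ2B at 50 nM in PBS pH 7.4 containing 0.01% Tween-20. Donor and acceptor beads are 10 ug/mL final.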
Active calls of the source: *; i = inactive; ? = inconclusive; / = no result given; [ ] = another dose, or the depositor's remark. Unless noted, calls follow the shape of the dose curve; as a rule, active = well fitted curve in the direction sought with a large enough effect; inconclusive = small, poorly fitted or top-dose-only effect, or another doubt; inactive = no such curve, though single readings can be large; an effect the other way counts as inactive or inconclusive. Potency is read from the fitted curve at half-maximal effect. Some of the compounds tested; count on the stated rates, not on these rows.

SMILES	Tb PGK inh	BLM helicase inh	HP1b chromo inh	Pol iota inh	G9a block	GLS inh	Pin1 inh	JMJD2A Tudor	BAZ2B inh
COc1ccc(C(=O)Nc2nnc(C)s2)cc1	7%	1%	32%	23%	-1%[59 µM]	2%	1%	-9%	1%
O=C(Nc1ccc(S(=O)(=O)Nc2ncccn2)cc1)c1ccccc1NS(=O)(=O)c1ccc(F)cc1	-1%	0%	26%	41%[activator]	/	0%	-2%	-16%	-14%
COc1ccc2nc3cc(Cl)ccc3c(Nc3cc(C(C)C)c(O)cc3C)c2c1	i	-2%	-33%	37%[activator]	-26%[59 µM]	-7%	-6%	?	?
COc1ccc(Br)c(C(=O)NC(C)(C)CO)c1	-4%	-1%	27%	13%	8%	8%	3%	-7%	1%
Cc1ccc(NC(=S)NNC(=O)c2c(Cl)c(C)nn2C)cc1	-4%	0%	-13%	10%	1.4µM*	15%	-1%	-34%	-1%
Cc1oc(-c2ccc(Cl)cc2)nc1CS(=O)CC(=O)NCc1ccc2c(c1)OCO2 (stereo unspecified)	-1%	-3%	25%	12%	/	0%	56%[activator]	-23%	2%
O=C(Cc1ccccc1[N+](=O)[O-])NCc1ccc(Cl)cc1	9%	1%	43%	20%	24%	12%	2%	-8%	1%
COc1ccc(N/C(N)=N/c2nc(C)cc(C)n2)c(OC)c1	10%	41%[activator]	11%	27%	-1%	0%	1%	-17%	-17%
CCN(C(=O)CSc1nc2ccccc2c(=O)n1-c1ccccc1F)C1CCS(=O)(=O)C1 (stereo unspecified)	7%	/	24%	-20%	/	1%	38%[activator]	-12%	/
Cc1sc2ncnc(Oc3ccc(-n4ccnc4)cc3)c2c1C	i	1%	6%	19%	-50%	-1%	-1%	?	?
C=CCNC(=O)C(C#N)c1nc2ccccc2nc1N1CCN(Cc2ccccc2)CC1 (stereo unspecified)	i	-6%	53%[activator]	?	?	-2%	?	-4%	-37%
Cc1cc(C)c(O)c(NC(=S)NC(=O)Cc2ccccc2)c1	4%	-5%	7%	141%[activator]	-7%	?	8%	-21%	1%
COc1ccc(CCNC(=O)c2cnn3cccnc23)cc1OC	-1%	1%	27%	1%	2%[59 µM]	4%	-1%	3%	-4%
CCN(CCCNC(=O)c1nn(-c2ccc(C)cc2)c(=O)c2c1c1ccccc1n2C)c1cccc(C)c1	/	-5%	33%	7%	-2%[59 µM]	-2%	-6%	-10%	/
O=c1c2cnn(-c3ccc(F)cc3)c2ncn1Cc1cccc(Cl)c1	-8%	-4%	34%	47%[activator]	2%[59 µM]	-5%	0%	15%	1%
O=C(COc1ccc2c3c(c(=O)oc2c1)CCC3)NC(Cc1ccc(Cl)cc1)C(=O)O (stereo unspecified)	1%	1%	19%	-9%	/	24%	-10%	-14%	-6%
COC1CCN(Cc2c(C(=O)N3C[C@@H](C)O[C@@H](C)C3)nc3ccc(Cl)cn23)CC1	-6%	-3%	19%	4%	87%[activator]	10%	-4%	-10%	5%
O=C(NC(=S)Nc1cccc(O)c1)c1ccco1	-8%	-4%	14%	-18%	50µM*	11%	0%	-17%	-20%
CC1CC(C)CN(C(=O)CSCC(=O)Nc2nc(-c3cccs3)cs2)C1 (stereo unspecified)	1%	-6%	-7%	26%	?	7%	4%	-26%	-28%
COc1ccc(CCn2c(N)c(C#N)c3nc4ccccc4nc32)cc1OC	-2%	-10%	71%[activator]	52%[activator]	-10%[12.7 µM]	7%	25%	15%	2%
Cc1ccc(C(=O)/C=C/Nc2ccccn2)cc1	-12%	/	21%	2%	/	-6%	2%	3%	/
CC(OC(=O)C1=Cc2ccccc2OC1)C(=O)NC(C)(C)C (stereo unspecified)	-7%	1%	49%[activator]	13%	/	-9%	2%	-3%	-11%
Cc1[nH]nc(Nc2ccc(Br)cc2)c1[N+](=O)[O-]	-7%	-3%	13%	9%	/	3%	-9%	-25%	-37%
N#CCSc1nc2ccc(N3CCOCC3)cc2c(=O)n1CCc1ccccc1	-6%	-8%	20%	13%	25%[12.7 µM]	9%	-10%	-19%	4%
O=C(C1=C(O)C(=O)N(c2nccs2)C1c1ccccc1)c1cc2ccccc2o1 (stereo unspecified)	2%	-3%	-14%	4%	3.5µM*	?	?	-32%	40µM*
(listing goes on)
SMILES	Tb PGK inh	BLM helicase inh	HP1b chromo inh	Pol iota inh	G9a block	GLS inh	Pin1 inh	JMJD2A Tudor	BAZ2B inh
CCC(=O)NC(=S)Nc1ccc(S(=O)(=O)NC(C)=O)cc1	0%	-2%	10%	8%	16%	9%	-7%	-29%	-4%[57.1 µM]
O[C@@H]1Cc2ccccc2O[C@H]1c1ccccc1	-8%	/	44%[activator]	1%	/	-15%	-5%	-5%	/
CCCOc1ccc(N2CC(C(=O)Nc3ccc4c(c3)OCO4)CC2=O)cc1 (stereo unspecified)	i	3%	53%[activator]	15%	-8%[59 µM]	-10%	-9%	-1%	10%
CC1CCCCC1NC(=O)c1ccc(CSc2nc3ccncc3[nH]2)cc1 (stereo unspecified)	-13%	2%	33%	8%	?	0%	3%	-20%	0%
Cc1ccccc1-c1cccc([C@@H]2C[C@H]3[C@H](CON3C)CN2Cc2cc(Cl)cc(Cl)c2)c1	i	/	29%	37%	/	-2%	-3%	-22%	/
CCCCN(C(=O)CCC(=O)Nc1cc(C)on1)C(C(=O)NC(C)(C)C)c1ccccc1Cl (stereo unspecified)	-5%	-3%	16%	2%	-2%[59 µM]	-13%	8%	1%	0%
CCOC(=O)Cn1c(=O)n(Cc2ccco2)c(=O)c2ccc(C(=O)NC3CCCC3)cc21	-2%	-4%	26%	-2%	-10%	0%	-2%	-25%	10%
Cc1nc(C(=O)NCC(=O)c2ccccc2)c(C(F)(F)F)o1	i	3%	29%	19%	23%	-1%	-1%	-1%	-11%
NC(=O)C1CCCN(CC(=O)Nc2ccccc2C(=O)NC2CC2)C1 (stereo unspecified)	13%	/	32%	19%	10%[12.7 µM]	0%	-1%	-10%	3%
O=C(COc1ccccc1)NCCSCc1ccc(Cl)cc1	4%	-3%	25%	15%	19%[59 µM]	3%	-4%	-4%	9%
COc1cccc(C(=O)NCCS(=O)(=O)NCCCc2ccccc2)c1	0%	/	28%	32%[activator]	?	-3%	0%	-4%	-8%
O=C(COc1coc(CN2CCN(c3ccccc3)CC2)cc1=O)NC1CCCC1	1%	/	17%	32%[activator]	3%[0.501 µM]	0%	-7%	-14%	11%
O=C(NCc1cccnc1)c1ccccc1NS(=O)(=O)c1ccc(F)cc1F	-1%	-2%	32%	8%	-45%	4%	-8%	-13%	-5%
O=C(NCCCN1CCCC1=O)c1sc2ccccc2c1Cl	5%	0%	20%	27%	14%	4%	8%	-1%	1%
O=C(O)c1cccc(CSc2nc(-c3ccc(Cl)cc3)cc(C(F)(F)F)n2)c1	-4%	-3%	12%	?	-5%[2.33 µM]	3%	/	?	?
Cc1cccn2c(=O)c3cc(C(=O)NCCN4CCOCC4)c(=N)n(Cc4ccc(F)cc4)c3nc12	11%	37%[activator]	57%[activator]	37%[activator]	-4%	-1%	2%	-14%	-9%
O=C(NCc1ccccc1Cl)C1CCC(CNS(=O)(=O)c2ccc(Br)s2)CC1 (stereo unspecified)	-1%	-2%	33%	32%[activator]	-13%[59 µM]	-6%	18%	-7%	-13%
O=C(CNC(=O)c1sc2ccccc2c1Cl)NCc1ccccc1	-8%	0%	28%	6%	16%	-5%	10%	-7%	-17%
N#C/C(=C\c1ccccc1)C(=O)Nc1ccccn1	-6%	-7%	63%[activator]	53%[activator]	2%	10%	4%	-15%	2%
CC(C)OC(=O)CSc1nc2cc3c(cc2cc1C#N)OCO3	-1%	-8%	2%	11%	-5%[59 µM]	3%	10%	-16%	7%
CCCCOC(=O)CSC1=C(C#N)C(c2ccccc2OC)C(C#N)C(=O)N1 (stereo unspecified)	-3%	-5%	23%	-5%	-8%[0.501 µM]	1%	1%	?	?
O=c1[nH]ncc2c3ccccc3n(Cc3ccccc3F)c12	0%	-3%	37%	-5%	-7%	-1%	0%	-9%	-16%
CCO[C@H]1OC(C(=O)NCc2ccccc2)=C[C@@H](c2ccc3c(c2)OCO3)[C@@H]1CCCO	-4%	-4%	19%	-19%	9%[59 µM]	3%	-9%	-12%	-15%
O=C(Nc1cccc(-n2cnnn2)c1)C1CCCN(Cc2cccc(C(F)(F)F)c2)C1 (stereo unspecified)	0%	-2%	10%	6%	/	0%	5%	-4%	-4%
COCCCn1c(=N)c(C(=O)NC2CCCC2)cc2c(=O)n3ccccc3nc21	i	1%	32%	38%[activator]	-22%[59 µM]	-6%	-6%	-5%	-14%
COc1ccc(CNC(=O)COC(=O)C2=COCCO2)cc1	1%	0%	40%	6%	8%	7%	2%	-3%	1%
Cc1cccc(NC(=O)Cn2c(=O)oc3ccccc32)n1	-11%	-1%	51%[activator]	-17%	11%	-1%	-5%	-12%	-7%
O=C(c1ccc(S(=O)(=O)N2CCCCC2)cc1)N1CCN=C1SCc1cccnc1	-4%	3%	54%[activator]	6%	2%	-8%	3%	-5%	0%
COc1ccc(CNC(=O)c2ccc3c(=O)n4c(nc3c2)CCCCC4)cc1OC	-7%	/	7%	26%	-3%	3%	-4%	-10%	-3%
CNc1nnc(SCC(=O)c2cc(C)n(C3CC3)c2C)s1	-10%	/	28%	-11%	-17%[2.33 µM]	0%	-3%	-17%	-38%

An excerpt from above in order of their number in BAZ2B inh, falling:
SMILES	Tb PGK inh	BLM helicase inh	HP1b chromo inh	Pol iota inh	G9a block	GLS inh	Pin1 inh	JMJD2A Tudor	BAZ2B inh
O=C(COc1coc(CN2CCN(c3ccccc3)CC2)cc1=O)NC1CCCC1	1%	/	17%	32%[activator]	3%[0.501 µM]	0%	-7%	-14%	11%
CCOC(=O)Cn1c(=O)n(Cc2ccco2)c(=O)c2ccc(C(=O)NC3CCCC3)cc21	-2%	-4%	26%	-2%	-10%	0%	-2%	-25%	10%
O=C(NCc1ccccc1Cl)C1CCC(CNS(=O)(=O)c2ccc(Br)s2)CC1 (stereo unspecified)	-1%	-2%	33%	32%[activator]	-13%[59 µM]	-6%	18%	-7%	-13%
CNc1nnc(SCC(=O)c2cc(C)n(C3CC3)c2C)s1	-10%	/	28%	-11%	-17%[2.33 µM]	0%	-3%	-17%	-38%
